Screens (PubChem)
RBBP9 inh = human RBBP9 hydrolase inhibition; O75884; recombinant RBBP9, FP-Rh probe fluorescence polarization; inhibition, % at 7.94 µM; 0.2% of 220,000 active; AID 1515;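 active = inhibition above the campaign mean of all tested compounds plus 3 SD, cut at about 14% in these data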;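 note: plate controls were DMSO wells with RBBP9 for no effect and wells lacking RBBP9 protein for full effect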
Target sequence (O75884 whole entry, looked up): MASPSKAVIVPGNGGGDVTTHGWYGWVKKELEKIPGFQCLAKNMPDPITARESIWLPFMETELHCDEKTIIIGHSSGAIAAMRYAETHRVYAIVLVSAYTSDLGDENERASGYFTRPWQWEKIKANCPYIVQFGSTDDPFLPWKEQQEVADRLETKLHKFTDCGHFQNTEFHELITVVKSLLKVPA
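Measured by – fluorescence polarization · Test system – RBBP9 protein · Input – 2.5 µM RBBP9 dispensing solution, before mixing · Measure – percent inhibition from mP, scaled between DMSO and no-protein wells · Benchmarks – DMSO-treated enzyme wells and wells lacking RBBP9 · Times – preincubation 30 min plus labeling 45 min at 25 °C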
S1P4 ag = activates the human S1P4 receptor; O95977; S1P4-expressing cell line, agonist reporter assay; activation, % at 4.98 µM; 0.35% of 220,000 active; AID 1509; in the data active = activation above about 11%;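 note: 0% = DMSO vehicle and 100% = reference agonist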
BaF3 tox = counter-screen for JAK2V617F inhibitors: parental Ba/F3 viability inhibitors. inhibition, % at 5.6 µM. 1.1% of 220,000 active. CellTiter-Glo ATP luminescence;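 active = inhibition above a per-campaign cutoff, the mean inhibition of all tested compounds plus 3 SD, cut at about 27% in these data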;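 note: 0% = DMSO wells and 100% = JAK Inhibitor I control wells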
Runt-CBFb FRET = Runt domain-CBFb interaction inhibition | Cerulean-Runt/Venus-CBFb FRET ratio 530/480, 1 h | inhibition, % at 20 µM | 0.46% of 220,000 active;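 active = inhibition over about 50% at 20 µM in the single-dose screen, limit read from the data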;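 note: 0% = DMSO wells and 100% = excess unlabeled CBFb competitor control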
Target sequence (Q01196 whole entry, looked up, the tested form may be a part): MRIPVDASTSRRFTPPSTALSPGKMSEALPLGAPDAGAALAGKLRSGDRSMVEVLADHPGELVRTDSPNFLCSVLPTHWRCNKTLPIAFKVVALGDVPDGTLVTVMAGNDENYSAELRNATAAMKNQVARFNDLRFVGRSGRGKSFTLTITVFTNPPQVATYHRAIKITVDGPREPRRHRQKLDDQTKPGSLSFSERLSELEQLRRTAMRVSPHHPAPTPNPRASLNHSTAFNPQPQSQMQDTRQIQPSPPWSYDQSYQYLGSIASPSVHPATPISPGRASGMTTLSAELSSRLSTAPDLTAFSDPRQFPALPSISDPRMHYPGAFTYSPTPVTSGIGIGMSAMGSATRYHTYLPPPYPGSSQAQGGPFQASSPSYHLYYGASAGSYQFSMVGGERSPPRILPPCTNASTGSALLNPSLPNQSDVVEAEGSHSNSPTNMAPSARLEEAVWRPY
Target sequence (Q13951 whole entry, looked up, the tested form may be a part): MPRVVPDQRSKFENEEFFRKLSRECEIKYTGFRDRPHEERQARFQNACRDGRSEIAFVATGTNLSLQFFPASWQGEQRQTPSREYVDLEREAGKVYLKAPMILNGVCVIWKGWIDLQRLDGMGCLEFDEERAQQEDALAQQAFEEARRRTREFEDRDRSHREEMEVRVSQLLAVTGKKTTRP
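test system = Cerulean-Runt domain fusion protein, energy donor | probe or stimulus = Venus-CBFb binding partner, 100 nM | incubation = two 1 h room-temperature incubations shielded from light | detection = fluorescence energy transfer, 422 nm excitation, 530/480 nm emission | measure = loss of energy transfer signal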
NPY Y1 blocker = antagonists of human neuropeptide Y receptor Y1; HEK293-CNG Y1 cells, membrane potential fluorescence; NPY at EC95, then isoproterenol; inhibition, % at 3.6 µM; 1% of 200,000 active; AID 1040;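 active = inhibition above the campaign mean inhibition of all tested compounds plus 3 SD, cut at about 20% in these data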;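 note: 0% = DMSO wells given NPY plus isoproterenol and 100% = isoproterenol alone without NPY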
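Benchmarks – high control isoproterenol alone, low control NPY with isoproterenol · Material – HEK293 Y1/CNG channel cell line · Times – dye 3 h, compound 60 min room temperature, stimulation 45 min · Probe or stimulus – NPY (25 nM), isoproterenol (1 µM), Ro 20-1724 (25 µM) · Evaluation – % inhibition of NPY effect · Signal – fluorescence, membrane potential probe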
S1P4 antag = blocks the human S1P4 receptor; O95977; S1P4-expressing cells, antagonist mode, reporter read-out; inhibition, % at 4.98 µM; 0.26% of 220,000 active; in the data active = inhibition above about 29%;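 note: 0% = wells stimulated with agonist and 100% = vehicle wells without agonist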
NPY-Y1 PAM-ag = human NPY-Y1 potentiation or agonism, primary screen. NPY-Y1 expressing cells, potentiator/agonist activation. activation, % at 3.6 µM. 0.37% of 220,000 active; in the data active = activation above about 33%, passing the limit was not always enough;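 note: cells stimulated with NPY at EC10 then isoproterenol at EC100; 0% = low agonist plus stimulus and 100% = saturating agonist plus stimulus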
NPY-Y2 PAM-ag = human NPY-Y2 potentiation or agonism, primary screen. P49146. cells expressing NPY-Y2, potentiator/agonist read-out. activation, % at 3.6 µM. 0.45% of 220,000 active; in the data active = activation above about 27%;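 note: cells stimulated with NPY near EC25 plus isoproterenol at EC100; 0% = vehicle plus submaximal agonist and 100% = vehicle plus saturating agonist; some results beyond the cut were filed as inactive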
Ba/F3 V617F tox = lowers viability of Ba/F3 cells expressing EpoR and JAK2V617F; inhibition, % at 5.6 µM; ATP luminescence; 1.1% of 220,000 active;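 active = inhibition above the campaign mean plus 3 SD over all tested compounds, cut at about 24% in these data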;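 note: cytokine-independent growth of Ba/F3 cells driven by EpoR plus mutant JAK2; 0% = DMSO-treated cells and 100% = JAK inhibitor I control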
Numbers without * were called inactive.

`Cc1nn(-c2ccccc2)c(Cl)c1/C=C1/C(=N)N2N=C(C(C)C)SC2=NC1=O` gave RBBP9 inh 5.4, S1P4 ag -0.2, BaF3 tox 2.4, Runt-CBFb FRET 0.9, NPY Y1 blocker 5.7, S1P4 antag 3.4, NPY-Y1 PAM-ag 4.7, NPY-Y2 PAM-ag 5.4 and Ba/F3 V617F tox -2.0.
For CC(=O)c1c(C)nc(-c2ccc3c(c2)OCO3)n1O the results were RBBP9 inh -5.7, S1P4 ag 0.8, BaF3 tox 1.3, Runt-CBFb FRET 1.8, NPY Y1 blocker 3.9, S1P4 antag -2.9, NPY-Y1 PAM-ag -4.9, NPY-Y2 PAM-ag 4.1 and Ba/F3 V617F tox 2.0.
Screening COc1cc(-c2nnc(SCc3cc(=O)oc4cc(O)c(O)cc34)o2)cc(OC)c1OC returned RBBP9 inh -9.1, S1P4 ag -0.8, BaF3 tox 5.1, Runt-CBFb FRET 67.3*, NPY Y1 blocker 5.7, S1P4 antag -5.3, NPY-Y1 PAM-ag -35.5, NPY-Y2 PAM-ag -7.0 and Ba/F3 V617F tox 0.7.
Screening COc1ccc(CCN2C(=O)NC(NC(C)=O)(C(F)(F)F)C2=O)cc1OC (configuration not stated) returned RBBP9 inh -4.5, S1P4 ag -4.4, BaF3 tox -0.8, Runt-CBFb FRET 1.8, NPY Y1 blocker 3.8, S1P4 antag -2.1, NPY-Y1 PAM-ag -24.6, NPY-Y2 PAM-ag 6.9 and Ba/F3 V617F tox -3.0.
`Cc1ccccc1NC(=O)CCC(=O)OCC(=O)c1ccc(-c2ccccc2)cc1` gave RBBP9 inh -12.2, S1P4 ag 0.8, BaF3 tox 2.6, Runt-CBFb FRET -4.2, NPY Y1 blocker 2.5, S1P4 antag -13.8, NPY-Y1 PAM-ag -7.7, NPY-Y2 PAM-ag -6.8 and Ba/F3 V617F tox -3.1.
Screening Cc1nc2cc(Cl)c([N+](=O)[O-])cc2s1 returned RBBP9 inh -9.7, S1P4 ag 0.4, BaF3 tox -0.7, Runt-CBFb FRET -0.7, NPY Y1 blocker 0.5, S1P4 antag 10.9, NPY-Y1 PAM-ag -21.8, NPY-Y2 PAM-ag 4.5 and Ba/F3 V617F tox 2.0.
O=C(O)c1cc(-c2ccc(/C=C3\NC(=O)N(c4ccccc4)C3=O)o2)ccc1Cl was read as RBBP9 inh -8.9, S1P4 ag 1.6, BaF3 tox -1.1, Runt-CBFb FRET 46.0, S1P4 antag 14.7, NPY-Y1 PAM-ag -11.4, NPY-Y2 PAM-ag 4.6 and Ba/F3 V617F tox -0.2.
Screening CCCCSCc1cc(C(=O)O)oc1C(C)(C)C returned RBBP9 inh 7.2, S1P4 ag -0.8, BaF3 tox 3.3, Runt-CBFb FRET -2.9, NPY Y1 blocker 7.3, S1P4 antag 6.6, NPY-Y1 PAM-ag -1.9, NPY-Y2 PAM-ag -10.9 and Ba/F3 V617F tox 2.8.
For Cc1ccc(Cl)cc1N1CCN(C(=O)CSc2nnc3n2C(C)(C)Cc2ccccc2-3)CC1 the results were RBBP9 inh -4.6, S1P4 ag 1.3, BaF3 tox 1.0, Runt-CBFb FRET -4.6, NPY Y1 blocker 3.2, S1P4 antag -15.2, NPY-Y1 PAM-ag 20.6, NPY-Y2 PAM-ag -8.8 and Ba/F3 V617F tox 3.4.
CC(C)NC(=O)CCS(=O)(=O)c1cccc2nonc12 was read as RBBP9 inh -0.5, S1P4 ag 4.3, BaF3 tox 8.4, Runt-CBFb FRET 2.8, NPY Y1 blocker 4.1, S1P4 antag 9.5, NPY-Y1 PAM-ag 18.6, NPY-Y2 PAM-ag 18.5 and Ba/F3 V617F tox -0.5.

Brought forward from above: 2 compounds, followed by the next part.
For Cc1ccc(Cl)cc1N1CCN(C(=O)CSc2nnc3n2C(C)(C)Cc2ccccc2-3)CC1 the results were RBBP9 inh -4.6, S1P4 ag 1.3, BaF3 tox 1.0, Runt-CBFb FRET -4.6, NPY Y1 blocker 3.2, S1P4 antag -15.2, NPY-Y1 PAM-ag 20.6, NPY-Y2 PAM-ag -8.8 and Ba/F3 V617F tox 3.4.
CC(C)NC(=O)CCS(=O)(=O)c1cccc2nonc12 was read as RBBP9 inh -0.5, S1P4 ag 4.3, BaF3 tox 8.4, Runt-CBFb FRET 2.8, NPY Y1 blocker 4.1, S1P4 antag 9.5, NPY-Y1 PAM-ag 18.6, NPY-Y2 PAM-ag 18.5 and Ba/F3 V617F tox -0.5.
`CC(=O)N1CCc2cc(S(=O)(=O)CCC(=O)N3CCN(c4ccccn4)CC3)ccc21` gave RBBP9 inh -4.1, S1P4 ag 3.0, BaF3 tox -0.8, Runt-CBFb FRET -3.1, NPY Y1 blocker 0.9, S1P4 antag -16.7, NPY-Y1 PAM-ag -15.6, NPY-Y2 PAM-ag 4.7 and Ba/F3 V617F tox -3.3.
For CCOc1ccc(/C=C/C2=NNC(=O)CC2)cc1 the results were RBBP9 inh -9.8, S1P4 ag 0.4, BaF3 tox 3.8, Runt-CBFb FRET -0.9, NPY Y1 blocker 2.9, S1P4 antag -6.7, NPY-Y1 PAM-ag 3.8, NPY-Y2 PAM-ag 7.2 and Ba/F3 V617F tox 0.9.
Screening COCCNc1c(-c2ccc(O)cc2)nc2ccc(Cl)cn12 returned RBBP9 inh -8.3, S1P4 ag -0.6, BaF3 tox 1.9, Runt-CBFb FRET -0.1, NPY Y1 blocker -1.9, S1P4 antag -19.8, NPY-Y1 PAM-ag -10.6, NPY-Y2 PAM-ag 2.8 and Ba/F3 V617F tox 1.1.
For CC(C)c1ccc(NC(=S)NC2CCCCCC2)cc1 the results were RBBP9 inh -3.8, S1P4 ag 1.8, BaF3 tox 4.8, Runt-CBFb FRET 4.1, NPY Y1 blocker 3.9, S1P4 antag 6.0, NPY-Y1 PAM-ag 9.7, NPY-Y2 PAM-ag -16.9 and Ba/F3 V617F tox -0.8.
`CN(Cc1ccc(Cl)s1)C(=O)CCl` gave RBBP9 inh 7.9, S1P4 ag 0.6, BaF3 tox 3.1, Runt-CBFb FRET 0.2, NPY Y1 blocker -1.5, S1P4 antag 15.5, NPY-Y1 PAM-ag 3.9, NPY-Y2 PAM-ag 2.4 and Ba/F3 V617F tox 6.2.
For O=C(O)CC(NC(=O)C(c1ccccc1)c1ccccc1)c1cccc([N+](=O)[O-])c1 (configuration not stated) the results were RBBP9 inh -6.9, S1P4 ag -1.4, BaF3 tox 1.8, Runt-CBFb FRET 1.3, S1P4 antag 5.4, NPY-Y1 PAM-ag -2.2, NPY-Y2 PAM-ag -15.9 and Ba/F3 V617F tox 0.3.
Screening CC(=O)NC(C)c1nc2ccccc2n1Cc1ccccc1F (configuration not stated) returned RBBP9 inh -4.5, S1P4 ag -1.5, BaF3 tox 0.8, Runt-CBFb FRET -4.1, NPY Y1 blocker -0.2, S1P4 antag -5.0, NPY-Y1 PAM-ag 3.3, NPY-Y2 PAM-ag 7.9 and Ba/F3 V617F tox -2.9.
`CN(C)c1cc(N/N=C/c2ccc(Cl)cc2)nc(N(C)C)n1` gave RBBP9 inh -2.7, S1P4 ag 1.5, BaF3 tox 10.4, Runt-CBFb FRET -1.6, NPY Y1 blocker 4.4, S1P4 antag -12.3, NPY-Y1 PAM-ag -0.7, NPY-Y2 PAM-ag -14.2 and Ba/F3 V617F tox 0.3.
For CC1=Nn2c(nnc2C2CCCCC2)SC1 the results were RBBP9 inh -4.6, S1P4 ag -1.5, BaF3 tox 5.9, Runt-CBFb FRET -3.5, NPY Y1 blocker -2.7, S1P4 antag -12.2, NPY-Y1 PAM-ag 13.0, NPY-Y2 PAM-ag 12.4 and Ba/F3 V617F tox 0.5.
For CC(C)(C)C(=O)Nc1ccccc1C(=O)Nc1ccncc1 the results were RBBP9 inh -13.3, S1P4 ag 0.8, BaF3 tox 4.2, Runt-CBFb FRET -1.4, NPY Y1 blocker 2.9, S1P4 antag -26.8, NPY-Y1 PAM-ag 3.2, NPY-Y2 PAM-ag -10.8 and Ba/F3 V617F tox 2.2.
Screening COc1ccc(CCNC(=O)C2CCN(S(=O)(=O)c3ccc(-n4cnnn4)cc3)CC2)cc1OC returned RBBP9 inh -2.9, S1P4 ag -1.4, BaF3 tox 1.5, Runt-CBFb FRET -0.5, NPY Y1 blocker -0.4, S1P4 antag -21.0, NPY-Y1 PAM-ag -8.9, NPY-Y2 PAM-ag -5.5 and Ba/F3 V617F tox -3.5.
`Nc1c(C(=O)NCCc2ccccc2)nnn1Cc1ccc(Cl)cc1` gave RBBP9 inh -2.3, S1P4 ag 2.1, BaF3 tox 1.7, Runt-CBFb FRET 0.7, NPY Y1 blocker -9.7, S1P4 antag -13.2, NPY-Y1 PAM-ag 7.8, NPY-Y2 PAM-ag -6.1 and Ba/F3 V617F tox -1.4.
CCn1cc(C(=O)NCCCN2CC(C)CC(C)C2)c2cc(OC)c(OC)cc2c1=O (configuration not stated) was read as RBBP9 inh -4.6, S1P4 ag -0.3, BaF3 tox 2.9, Runt-CBFb FRET 0.5, NPY Y1 blocker -5.3, S1P4 antag -1.2, NPY-Y1 PAM-ag 0.0, NPY-Y2 PAM-ag -6.6 and Ba/F3 V617F tox 0.2.
`COc1ccc(S(=O)(=O)N(C)C)cc1NS(=O)(=O)c1ccc(F)c(F)c1F` gave RBBP9 inh -5.4, S1P4 ag 0.9, BaF3 tox 5.2, Runt-CBFb FRET -0.3, NPY Y1 blocker -2.1, S1P4 antag -12.8, NPY-Y1 PAM-ag 10.7, NPY-Y2 PAM-ag -3.1 and Ba/F3 V617F tox -0.1.
Screening CNS(=O)(=O)c1cccc(C(=O)OCC(=O)Nc2ccc(-c3nc4ccc(C)cc4s3)cc2)c1 returned RBBP9 inh -3.0, S1P4 ag -0.4, BaF3 tox 5.2, Runt-CBFb FRET -5.7, NPY Y1 blocker -3.3, S1P4 antag -16.4, NPY-Y1 PAM-ag 15.8, NPY-Y2 PAM-ag 4.3 and Ba/F3 V617F tox 6.6.
CCCCn1c(SCC(=O)N2CCC(C)CC2)nc2cc(S(N)(=O)=O)ccc21 was read as RBBP9 inh -0.1, S1P4 ag -0.5, BaF3 tox 5.6, Runt-CBFb FRET -0.3, NPY Y1 blocker 5.0, S1P4 antag 4.2, NPY-Y1 PAM-ag 6.7, NPY-Y2 PAM-ag -1.3 and Ba/F3 V617F tox -0.7.
For O=C1OC(Nc2ccccn2)c2ccccc21 (configuration not stated) the results were RBBP9 inh 1.9, S1P4 ag 0.8, BaF3 tox -0.1, Runt-CBFb FRET -2.7, NPY Y1 blocker 3.1, S1P4 antag -3.7, NPY-Y1 PAM-ag -4.7, NPY-Y2 PAM-ag -37.3 and Ba/F3 V617F tox -2.2.
Screening S=C(NCCc1ccccc1)Nc1ccccc1 returned RBBP9 inh -2.2, S1P4 ag -0.6, BaF3 tox 4.3, Runt-CBFb FRET 1.1, S1P4 antag 3.4, NPY-Y1 PAM-ag 20.0, NPY-Y2 PAM-ag -13.3 and Ba/F3 V617F tox -4.6.
`Cc1c(/C=N/NC(=O)CNc2ccccc2)c2ccccn2c1C(=O)c1ccccc1` gave RBBP9 inh -2.1, S1P4 ag -1.6, BaF3 tox -0.1, Runt-CBFb FRET -11.8, NPY Y1 blocker 0.5, S1P4 antag -4.6, NPY-Y1 PAM-ag -24.1, NPY-Y2 PAM-ag 10.6 and Ba/F3 V617F tox -0.1.
